NPSR antagonist: qHTS Assay for Antagonists of the Neuropeptide S Receptor: cAMP Signal Transduction; Q6W5P4; CHO-NPSR cells, cAMP TR-FRET, antagonist mode; Potency, µM (series often up to 38.3 µM), without a hit: at the highest dose activity change, negative = inhibition, usual class: inhibitors; 220,000 compounds, 1% hits; further: potency means the concentration at half of the fitted maximal effect; on the % scale 0 is the no-effect control and ±100 the full control effect; nearly all actives have a fitted effect of over 50% in size; many of its hits are not listed in these tables
L3MBTL1 inh: qHTS Assay for the Inhibitors of L3MBTL1. Lethal(3)malignant brain tumor-like protein 1 (Homo sapiens), Q9Y468. AlphaScreen L3MBTL1–H3K9me1 peptide binding. Potency, µM (doses to about 57.1 µM), without a hit: at the highest dose activity, negative = inhibition, hits mostly inhibitors. 230,000 compounds, 0.66% hits. AID 485360, 2010; further: potency means the concentration at half of the fitted maximal effect; on the % scale 0 is the no-effect control and ±100 the full control effect; nearly all actives have a fitted effect of over 60% in size
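Read-out is AlphaScreen signal from streptavidin donor and nickel chelate acceptor beads (10 ug/mL final each) bridging L3MBTL1 (50 nM) and biotinylated K9-monomethylated H3(1-15) peptide (75 nM), after 30 min compound exposure at room temperature.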
Epigenetic derep: Quantitative High-Throughput Screen for Regulators of Epigenetic Control; murine LDR cells, GFP reporter derepression, 30 h; Potency, µM (doses to about 53.9 µM), for inactives: at the top dose GFP activation, actives largely listed as activators; 280,000 compounds, 0.2% hits; further: potency means the concentration at half of the fitted maximal effect; % of control where 0% means no effect; nearly all actives have a fitted effect of over 60% in size
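Readout is the number of GFP-expressing murine LDR cells, counted by cytometry following washing. Cells were treated with compound for 30 h at 37 C; the stably integrated CMV-GFP locus is normally silent.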
IMPase Li inh: qHTS Assay for Identifying the Cell-Membrane Permeable IMPase Inhibitors: Potentiation with Lithium; 210,000 compounds, 0.35% hits; Potency, µM (titrated, usually from 59.4 µM), inactives show at the top dose activity, negative = IMPase inhibition, most hits filed as inhibitors; CHO-M1 cells, IP1 TR-FRET (IP-One), carbachol + lithium; AID 1457, 2008;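 further: IP1 builds up when IMPase is blocked and the TR-FRET signal falls; potency means the concentration at half of the fitted maximal effect; plate controls were basal vehicle for no effect and high inhibitor control for full effect; nearly all actives have a fitted effect of over 50% in size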
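Steps: plate 2000 CHO-M1 cells per well and culture 16–30 h; add compound and lithium; incubate 30 min, 37C; add d2-IP1 tracer and Eu cryptate anti-IP1 antibody in lysis buffer; read after 10 min at room temperature.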
HttQ103 aggreg: qHTS Multiplex Assay to Identify Dual Action Probes in a Cell Model of Huntington: Aggregate Formation (GFP); PC12 HttQ103-GFP aggregates, Acumen cytometry, 40 h; AID 1688, 2009; Potency, µM (highest dose often 46.1 µM), for inactives: at the top dose activity change, negative = inhibition, usual class: inhibitors; 220,000 compounds, 1.1% hits; further: potency means the concentration at half of the fitted maximal effect; on the % scale 0 is the no-effect control and ±100 the full control effect; nearly all actives have a fitted effect of over 60% in size
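PC12 cells stably carrying ecdysone-inducible HTT exon 1 Q103–GFP were induced with tebufenozide (100 nM final) and treated with library compounds in titration. GFP aggregates in lysates were counted by laser scanning cytometry.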
Luc counter: Counterscreen for Luciferase (Kinase-Glo TM) Inhibition; Luciferin 4-monooxygenase (Photuris pensylvanica), Q27757; Potency, µM (top dose mostly 38.3 µM), without a hit: at the highest dose activity change, negative = inhibition, actives largely listed as inhibitors; Kinase-Glo luciferase, ATP luminescence, 8 min; 200,000 compounds, 0.28% hits; further: potency means the concentration at half of the fitted maximal effect; on the % scale 0 is the no-effect control and ±100 the full control effect; nearly all actives have a fitted effect of over 60% in size
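Inhibition of Kinase-Glo luciferase light generation was assessed at 10 uM ATP in pH 7.2 imidazole buffer, with luminescence measured after eight minutes at ambient temperature.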
CBFb-RUNX1 inh: qHTS Assay for Compounds Blocking the Interaction Between CBF-beta and RUNX1 for the Treatment of Acute Myeloid Leukemia; Potency, µM (top dose mostly 59.8 µM), for the others: top-dose activity, negative = inhibition, actives largely listed as inhibitors; AlphaScreen CBFb-His/RUNX1-biotin binding, biochemical; 230,000 tested, under 10 active; further: % of control where 0% means no effect
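Interaction loss through any mechanism counts as activity. Pre-formed complex of His-CBF-beta and biotin-RUNX1 (30 nM apiece) is incubated with compound 15 min, then with 50 ng nickel and 50 ng streptavidin beads for 90 min before AlphaScreen detection.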
* marks the source's active call; other numbers are inactive results; ? = inconclusive; / = not tested or not shown; & = joins results of further samples; [ ] = remark or other dose. The call rests on the fitted dose curve; in most records, active means well fitted curve in the direction sought with a large enough effect; inconclusive means small, poorly fitted or top-dose-only effect, or another doubt; inactive means no such curve, though single readings can be large; an effect the other way counts as inactive or inconclusive.

structure | NPSR antagonist | L3MBTL1 inh | Epigenetic derep | IMPase Li inh | HttQ103 aggreg | Luc counter | CBFb-RUNX1 inh
COc1ccccc1C1CC(c2ccc(C)cc2)Nc2ncnn21 (stereo unspecified) | -19%[46.1 µM] | 3% | -13% | -6%[38.3 µM] | -7% | 1% | 8%
COc1ccc(-c2cc(=O)oc3cc(OCC(=O)c4cccc([N+](=O)[O-])c4)ccc23)cc1 | -22% | -3% | -1.0% | -2% | 2% | -1% | -1%
COc1cccc(NC(=S)N(CCN(C)C)C(C)c2ccco2)c1 (stereo unspecified) | 12% | -13% | -0.9% | 3% | 10% | -3% | 4%
CC12C(=O)OC(=O)C1(C)C1CCC2O1 (stereo unspecified) | -18%[46.1 µM] | / | -0.1%&0.8%&-2.8% | 14%&34%&31% | / | -5%&4% | -7%
CCn1cc(CN2CCN(Cc3ccc(OC)c(C)c3C)C(CCO)C2)c(C)n1 (stereo unspecified) | -18% | 1% | 2.4% | 9% | 4%[9.22 µM] | 1% | 3%
C[C@@]12CC(=O)NC1N(C(=O)c1cccc(C(F)(F)F)c1)C(c1ccccc1O)C2 (stereo partly specified) | -2%[46.1 µM] | / | 5.3% | 26%[38.3 µM] | 10% | 18% | 6%
CCCc1cc(C(=O)Nc2sc3c(c2C#N)CCC3)no1 | -2% | -12% | 2.0% | 5% | 24% | 1% | 9%
Cc1cc(C)n(CC(=O)Nc2ccccc2)n1 | 1%[46.1 µM] | 3% | -1.2% | -2%[38.3 µM] | 1% | -1% | 0%
COC(=O)c1ccc(/C=N\N2CCN(Cc3ccc(C)cc3)CC2)cc1 | -7%[46.1 µM] | -5% | -1.7% | 4%[38.3 µM] | 11% | -7% | -5%
Cc1cccc(NC(=O)c2sc3nc(-c4ccccc4)cn3c2C)n1 | -16%[46.1 µM] | 11% | -1.9% | 8% | ? | 5% | 2%
O=C(CCn1c(=O)oc2ccccc21)N1CCN(c2ccccc2F)CC1 | -9%[46.1 µM] | 10% | -1.1% | -10%[38.3 µM] | -18% | 7% | -2%
CCOc1ccccc1/C=C/c1cc(C(=O)O)c2ccccc2n1 | -23% | 0% | 3.2% | / | -2%[9.22 µM] | / | 6%
OC(COc1c(Cl)cc(Cl)cc1Cl)CN1CCCCC1 (stereo unspecified) | 7%[46.1 µM] | -11% | 1.4% | 2%[38.3 µM] | 6%[9.22 µM] | 1% | 4%
CC[C@H](C)[C@@H](NC(=O)O[C@@H]1Cc2cc(OC)ccc2O[C@H]1c1cccc(OC)c1)C(=O)OC | / | / | -0.3% | 30% | / | -1% | 5%
CC(=O)c1c(N2CCN(c3ccccn3)CC2)nc(=S)n(-c2ccccc2)c1C | -9% | 33%[activator] | -3.0% | 10% | 1% | 0% | ?
O=C(Nc1ccccc1C(=O)N1CCOCC1)c1ccco1 | -13%[46.1 µM] | -2% | -1.1% | -4%[38.3 µM] | 6% | 7% | 2%
COCCCNC(=O)c1c[nH]c2ccc(S(=O)(=O)N3CCC4(CC3)OCCO4)cc2c1=O | 5% | / | -0.2% | -6% | 12% | / | -13%
Cc1ccccc1NC(=O)c1ccc(C)c(S(=O)(=O)Nc2ccccn2)c1 | -15%[46.1 µM] | -2% | -3.2% | 14% | 16% | -4% | 9%
COCCn1c(SCC(=O)c2ccccc2)nc2c(c1=O)SC(C)C2 (stereo unspecified) | -4%[46.1 µM] | -7% | 0.9% | -9%[38.3 µM] | -2% | -1% | 0%
O=C(NCCc1ccccc1)c1cccc(Br)n1 | / | / | 0.0% | 6% | / | 0%[39.9 µM] | ?
COC(=O)C(C(=O)Nc1ncccn1)C1CCCCCC1 (stereo unspecified) | ? | / | -1.9% | 14%[38.3 µM] | -6% | 4% | -3%
CCOc1cc2[nH]c(=S)n(C(C)C)c(=O)c2cc1OCC | 6%[46.1 µM] | / | -1.0% | 1%[38.3 µM] | -20% | -5% | -1%
CCO/C=C1/C(=O)N(c2ccccc2OC)C(=O)c2ccccc21 | -2% | -1% | -3.5% | -1% | ? | 2% | 2%
COCCN(CC(=O)Oc1ccccc1P(=O)(OC)OC)Cc1ccccc1 | 7% | 5% | 0.0% | / | 15%[9.22 µM] | / | 10%
CCOC(=O)c1cnc2c(-c3ccccc3)cnn2c1N | -11%[46.1 µM] | 5% | 1.8% | -10%[38.3 µM] | 1% | -6% | 10%
COc1ccc(-c2cc(C(F)F)n3ncc(C(=O)Nc4ccc(C(=O)N5CCOCC5)cc4)c3n2)cc1 | -33% | -1% | -1.5% | 30% | 13%[9.22 µM] | -2% | 3%
COc1cccc2cc(-c3nc4ccccc4o3)c(=O)oc12 | -15% | / | 0.7% | 13% | 5% | -17% | 3%
O=C(Cn1c(=O)sc2ccccc21)NCc1ccccn1 | -11%[46.1 µM] | 0% | 0.0% | 18%[38.3 µM] | -8% | -1% | 7%
Cc1nc(N2C(=O)C(=O)/C(=C(/O)c3ccccc3)C2c2ccco2)sc1C (stereo unspecified) | -3%[46.1 µM] | -4% | -1.1% | -11%[38.3 µM] | 4% | -2% | -6%
CCOC(=O)NC(=O)C(=CNNc1ncc(C(F)(F)F)cc1Cl)C(=O)NC(=O)OCC | -16% | 5% | -2.7% | 3% | -3% | -2% | 22%
CCOc1ccc(CCNS(=O)(=O)c2cnc[nH]2)cc1OCC | 2%[46.1 µM] | / | 1.2% | 27%[38.3 µM] | 6% | 0% | 2%
COc1cc(CN2CCNC(=O)C2CC(=O)N(Cc2nccn2C)C(C)C)cc(OC)c1 (stereo unspecified) | 7% | / | 0.0% | / | 13%[9.22 µM] | / | 6%
CCN(CC)S(=O)(=O)c1ccc(C(=O)NNc2nc(-c3ccccc3)c3cc(Br)ccc3n2)cc1 | -11% | -2% | 1.5% | -5% | -22% | -2% | -13%
Nc1ccnc2c1ncn2[C@@H]1O[C@H](CO)[C@@H](O)[C@H]1O | / | / | 0.0% | 16% | / | / | 7%
Cc1ccc(C2CC2C(=O)NNC(=S)Nc2cccc(Cl)c2)cc1 (stereo unspecified) | -3% | 26%[11.4 µM] | -1.0% | 7% | ? | -1% | -10%
Cc1sc(NC(=O)c2ccco2)c(CN2CCC(C)CC2)c1C | ? | / | -0.6% | 40%[activator][38.3 µM] | -14% | -4% | -4%
COc1cc(CC(=O)OCC(=O)NC2CCCCC2)cc(OC)c1OC | 9% | 10% | -0.6% | 3% | 11% | 0% | 9%
COc1ccc(Cc2noc(CN(C)C3CC(C)(C)NC(C)(C)C3)n2)cc1OC | -7% | 0% | 2.2% | -3% | -1% | 6% | 6%
CC(=O)c1ccc(NC(=O)C2CC(=O)Nc3nc4ccccc4n32)cc1 (stereo unspecified) | 12% | / | 0.0% | / | 1%[9.22 µM] | / | 1%
COc1cc(C)ccc1OCCOCCOc1cccc2ccc(C)nc12 | 1% | 2% | 3.6% | 7% | -4%[9.22 µM] | 2% | -2%
O=C(Oc1cccnc1)c1cc2ccccc2oc1=O | -7%[46.1 µM] | / | 0.0% | 30%[38.3 µM] | -32% | -1% | 12%
CC(C)N(CC#CCC1(O)c2ccccc2-c2ccccc21)CCO | 6%[46.1 µM] | -4% | -0.9% | 10% | 2% | 2% | ?
CSc1nc2ccc(S(=O)(=O)Nc3c(C)n(C)n(-c4ccccc4)c3=O)cc2s1 | -2%[46.1 µM] | 7%[11.4 µM] | 0.0% | 1%[38.3 µM] | ? | 0% | -1%
COc1ccc(NC(=O)c2ccc(COCC(F)(F)F)cc2)cc1OC | 2% | 1% | -0.9% | 1% | 1% | -1% | -3%
NS(=O)(=O)c1ccc(NC(=O)Nc2ccc(C(F)(F)F)cc2)cc1 | 22% | 0% | -0.3% | / | -16%[9.22 µM] | / | 10%
O=C(N/N=C/c1ccc(Cl)s1)c1ccccc1[N+](=O)[O-] | -32% | 0% | 0.5% | / | 5%[9.22 µM] | / | -1%
O=C(c1ccco1)c1coc2c1cc(O)c1ccccc12 | 11% | -11% | 2.9% | -1% | 17%[9.22 µM] | 5% | -3%
Cc1nc(NC(=O)c2ccccc2)sc1-c1csc(Nc2cccc(Cl)c2)n1 | -19%[46.1 µM] | -19% | 2.1% | 21%[38.3 µM] | -20% | -3% | 2%
COc1ccc(N2CC(C(=O)OCC(=O)NCc3ccccc3)CC2=O)cc1 (stereo unspecified) | -6%[46.1 µM] | 0% | -2.3% | -8%[38.3 µM] | 8% | 3% | 0%
O=C(O)c1ccc(NC(CSCc2cccc(F)c2)C(=O)O)c([N+](=O)[O-])c1 (stereo unspecified) | -12%[46.1 µM] | / | -2.6% | -2%[38.3 µM] | 0% | 1% | -11%
COc1ccc(OC)c(NC2c3ccccc3C(=O)N2c2cccnc2)c1 (stereo unspecified) | -10%[46.1 µM] | -11% | 0.0% | 11%[38.3 µM] | 23% | 0% | 1%
O=C(CC(c1ccccc1)c1ccccc1O)NCc1ccco1 (stereo unspecified) | -20%[46.1 µM] | -3% | -0.2% | 0%[38.3 µM] | 13% | -5% | -2%
O=C(COC(=O)c1ccc(-c2ccc([N+](=O)[O-])cc2)o1)NC(=O)NC12CC3CC(CC(C3)C1)C2 | -11% | -21% | 0.0% | 7% | 1% | 6% | -1%
CC(=O)c1c(C)[nH]c(C(=O)COC(=O)c2ccc3c(=O)n4c(nc3c2)CCC4)c1C | ? | 5% | -0.9% | / | -9% | / | 1%
Fc1ccc(NC(=S)Nc2cccnc2)c(F)c1F | 14% | -1% | 1.1% | 10% | 15% | -1% | 13%
CCOC(=O)/C(=C/c1ccc(Cl)cc1)NC(=O)c1ccco1 | -3% | 2% | -0.9% | 3% | 24% | 3% | 1%
O=S(=O)(NC1=NCCCCC1)c1cccs1 | 0%[46.1 µM] | 0% | 6.3% | -3%[38.3 µM] | -9% | -5% | -3%
Clc1ccc(-c2ccnc(-n3cccc3)n2)s1 | -6% | 33%[activator] | 2.3% | -5% | 1% | -5% | 17%

Compound profiles, from the list above. Order of values: NPSR antagonist | L3MBTL1 inh | Epigenetic derep | IMPase Li inh | HttQ103 aggreg | Luc counter | CBFb-RUNX1 inh
Results for CC(=O)c1ccc(NC(=O)C2CC(=O)Nc3nc4ccccc4n32)cc1 (stereo unspecified) : 12% | / | 0.0% | / | 1%[9.22 µM] | / | 1%
Results for Cc1ccccc1NC(=O)c1ccc(C)c(S(=O)(=O)Nc2ccccn2)c1 : -15%[46.1 µM] | -2% | -3.2% | 14% | 16% | -4% | 9%

Not all compounds are listed, so the mix of outcomes need not match the whole.
